# HCV core dimer: blocks dimerization of HCV core protein. actives 0.33% (n = 300,000). inhibition, % at 5 µM. AID 1899. TR-FRET GST/Flag-core106 dimerization, 1536-well;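 active = inhibition above the mean of all tested compounds plus 3 SD, set per screening campaign, cut at about 45% in these data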
#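 test system = GST/Flag-tagged HCV core106 proteins | probe or stimulus = Eu donor and XL665 acceptor anti-tag antibodies | times = compound-protein-antibody incubation 4 h at 22.5 °C | signal = TR-FRET, excitation 340 nm, emission 617 and 671 nm | measure = percent inhibition of core106 dimerization signal | controls = wells lacking GST-core106 and wells with excess unlabelled core106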
# LYPLA2 counter: counter-screen for PME1 inhibitors: inhibitors of human LYPLA2; O95372; recombinant LYPLA2, FP-Rh probe fluorescence polarization; inhibition, % at 5.9 µM; actives 0.38% (n = 320,000);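 active = inhibition above the screen-wide mean plus 3 SD, limit set per campaign, cut at about 26% in these data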;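 note: 0% = LYPLA2 with DMSO and 100% = wells lacking LYPLA2 enzyme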
# Target sequence (O95372 whole entry, looked up): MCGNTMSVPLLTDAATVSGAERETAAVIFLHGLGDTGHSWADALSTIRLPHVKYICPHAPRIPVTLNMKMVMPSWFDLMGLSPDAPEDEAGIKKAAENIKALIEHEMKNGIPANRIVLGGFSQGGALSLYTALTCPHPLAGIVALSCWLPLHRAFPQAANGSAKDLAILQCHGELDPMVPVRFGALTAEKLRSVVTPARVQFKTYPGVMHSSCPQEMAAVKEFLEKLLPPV
# PP5 inh: PP5 (human) phosphatase inhibition | actives 0.18% (n = 320,000) | inhibition, % at 6.7 µM | purified PP5c, OMFP substrate fluorescence | AID 1987;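 active = inhibition above the campaign's mean inhibition across all tested compounds plus 3 SD, cut at about 9.5% in these data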;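 note: 0% = DMSO only and 100% = 100 µM cantharidin control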
# CTSL1 counter: cathepsin L1 inhibition, PFM18AAP counter-screen. inhibition, % at 5.96 µM. recombinant F. hepatica cathepsin L1, Z-Leu-Arg-MCA fluorescence. AID 1906. actives 0.49% (n = 300,000);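 active = inhibition above the mean of all tested compounds plus 3 SD, set per screening campaign, cut at about 17% in these data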;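 note: 0% = plate median of test compound wells and 100% = 1 µM Z-Phe-Ala-diazomethylketone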
# PREPL inh: human PREPL enzyme inhibition; Q4J6C6; recombinant PREPL, fluorescence polarization activity-based probe; inhibition, % at 5.96 µM; actives 0.68% (n = 320,000); AID 2751; in the data active = inhibition above about 43%;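 note: 0% = enzyme with DMSO and 100% = wells lacking enzyme; many of its hits are not listed in these tables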
# Target sequence (Q4J6C6 whole entry, looked up): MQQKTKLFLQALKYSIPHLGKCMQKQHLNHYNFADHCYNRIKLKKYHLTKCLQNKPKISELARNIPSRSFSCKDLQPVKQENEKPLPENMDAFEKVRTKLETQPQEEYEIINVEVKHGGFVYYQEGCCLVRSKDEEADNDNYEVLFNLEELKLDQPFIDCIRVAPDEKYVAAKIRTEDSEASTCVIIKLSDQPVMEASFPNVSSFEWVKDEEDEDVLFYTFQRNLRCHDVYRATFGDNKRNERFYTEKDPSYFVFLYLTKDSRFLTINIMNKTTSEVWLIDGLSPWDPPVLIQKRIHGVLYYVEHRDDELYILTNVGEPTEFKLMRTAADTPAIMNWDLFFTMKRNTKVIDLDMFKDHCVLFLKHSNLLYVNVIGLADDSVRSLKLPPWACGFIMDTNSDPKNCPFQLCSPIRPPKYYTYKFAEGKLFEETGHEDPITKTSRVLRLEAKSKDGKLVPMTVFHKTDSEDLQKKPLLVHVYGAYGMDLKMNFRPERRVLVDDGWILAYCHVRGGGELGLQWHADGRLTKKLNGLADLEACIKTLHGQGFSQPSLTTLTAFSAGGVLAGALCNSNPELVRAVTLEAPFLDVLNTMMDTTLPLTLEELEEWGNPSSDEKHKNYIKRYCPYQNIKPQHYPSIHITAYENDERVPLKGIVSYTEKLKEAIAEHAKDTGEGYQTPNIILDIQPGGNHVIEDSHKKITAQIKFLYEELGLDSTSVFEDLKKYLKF
# TPT1 inhibitor: blocks Candida albicans tRNA 2'-phosphotransferase; recombinant caTPT1, FP RNA substrate dephosphorylation; inhibition, % at 5 µM; actives 0.81% (n = 300,000);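 active = inhibition above the mean of all tested compounds plus 3 SD, set per screening campaign, cut at about 24% in these data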;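 note: plate controls were DMSO alone for no effect and ferristatin control at 100 nM for full effect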
# GASC-1 inh: blocks human GASC-1 demethylase activity; GST-JMJD2C(1-420) H3K9me3 demethylation, DELFIA europium; inhibition, % at 2.35 µM; actives 0.069% (n = 330,000);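 active = more than half of a compound's replicate wells show inhibition beyond 50%, single wells judged on their own value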;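 note: signal counts dimethyl H3K9 product captured on neutravidin plate; 0% = median of DMSO wells and 100% = 0.3 times that DMSO median; strong numbers were not always called active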
# PP1 counter: PP1-alpha (human) inhibition in PP5 counter-screen | P62136 | AID 2235 | actives 0.9% (n = 320,000) | purified PP1alpha, OMFP fluorescence | inhibition, % at 6.7 µM;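 active = inhibition above the mean inhibition of all tested compounds plus 3 SD, computed separately for each screening campaign, cut at about 15% in these data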
# Efflux pump mplx: antifungal efflux pump inhibition, Nile Red retention | S. cerevisiae Candida pump triplex | inhibition, % at 10 µM | actives 0.44% (n = 330,000);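 active = plate passing quality check with inhibition over a set limit, or well fluorescence over plate mean plus 4 SD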;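 note: Nile Red retained in pooled yeast measured as flow cytometry median fluorescence; 0% = buffer negative control and 100% = Enniatin B positive control; higher means more Nile Red kept so more efflux inhibition; some compounds called inactive have numbers as strong as hits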
# Active calls of the source: *; i = inactive; . = not tested or not shown. Not all compounds are listed; rates above refer to the full screens.
SMILES,HCV core dimer,LYPLA2 counter,PP5 inh,CTSL1 counter,PREPL inh,TPT1 inhibitor,GASC-1 inh,PP1 counter,Efflux pump mplx
Cc1ccc(CSc2nc3nc(C)cc(C)n3n2)cc1,4,-1,-0.1,-11,11,1,-5,-2,0.0
COc1ccc(CCNC(=O)CN(c2ccccc2)S(C)(=O)=O)cc1OC,-4,-5,-2.4,0,-1,-5,15,-2,-0.1
COc1ccc(N(C(=O)c2ccco2)C(C(=O)NC2CCCC2)c2ccc(N3CCOCC3)cc2)c(OC)c1 (configuration not stated),-13,-4,-10,9,23,-4,i,6,-0.1
O=c1c2ccccc2nc(/C=C/c2ccccc2)n1CCc1ccccc1,2,-3,1.6,-1,-7,-1,4,5,0.0
COCc1nnc(NC(C)=O)s1,-1,4,2.4,7,7,2,2,-8,0.1
CCOc1ccccc1CN1CCN(Cc2ccc(C)o2)C(CCO)C1 (configuration not stated),-8,4,0.6,1,15,-5,-9,6,0.1
Cc1ccccc1Nc1nnc(SCC(=O)c2c(N)n(C)c(=O)n(C)c2=O)s1,2,-2,-0.5,3,12,3,-28,-7,-0.1
CCc1ccc(NC(=S)Nc2ccc(S(=O)(=O)Nc3ncccn3)cc2)cc1,3,4,2.9,1,-1,0,-1,2,0.1
O=C(Nc1nc2ccc(F)cc2s1)c1ccc(N2CCCC2=O)cc1,7,15,2.0,4,-5,2,4,0,0.0
Cc1ccc(Cn2nc(C)c(C(=O)NCC(c3ccc(F)cc3)N3CCOCC3)c2Cl)cc1 (configuration not stated),.,-3,-0.3,.,15,.,-6,-3,0.3
O=C(c1cc2cc(F)ccc2[nH]1)N(Cc1cccnc1)CC1CCCN(C2CCCCC2)C1 (configuration not stated),3,4,0.7,4,25,2,6,-4,-0.1
CCOC(=O)c1c(NC(=O)CSc2ncnc3ccccc23)sc(C(C)=O)c1C,11,5,0.3,0,3,5,2,-1,0.0
CN(Cc1ccccc1)S(=O)(=O)c1ccc(NC(=S)NC(=O)C2CCCC2)cc1,10,-15,4.2,3,9,2,0,6,0.3
CCOc1ccccc1N1CCN(C(=O)CC(C)C)CC1,-1,-3,-2.2,-1,4,-1,11,-1,-0.1
Cc1cccc(N2CCN(C(=O)c3ccccc3NC(=O)C3CCCCC3C(=O)O)CC2)c1 (configuration not stated),5,0,0.8,2,-8,3,2,-1,0.5
COc1cccc(NC(=O)NC2(C(=O)N3CCC(O)CC3)CCCCC2)c1,8,-3,2.1,-1,5,0,-6,-5,0.1
CN(Cc1ccco1)c1ncnc2ccc(-c3ccc4c(c3)OCO4)cc12,.,2,-0.8,.,40,.,6,4,-0.1
CN(C)C(=S)Nc1ccc([N+](=O)[O-])cc1,0,3,-0.8,-2,-4,-5,-1,-5,0.5
O=C(CC12CC3CC(CC(C3)C1)C2)Nc1cccc2ncccc12,-3,-1,4.2,2,0,-3,-1,5,0.0
O=C(CNC(=O)c1ccc(Cl)c([N+](=O)[O-])c1)OC1CCCCC1=O (configuration not stated),1,0,-1.1,-10,-6,-1,1,-2,-0.2
COc1ccc(-n2nnnc2SCC(=O)Nc2cc(OC)c([N+](=O)[O-])cc2C)cc1,5,-12,2.8,1,-6,-3,-2,1,0.4
Cn1c(=O)c2c(nc(SCC(=O)N3CCCCCC3)n2C)n(C)c1=O,0,-7,-0.4,2,19,-3,-21,-6,0.0
CCCCc1cc(=O)oc2cc(OC(C)C(=O)NCC3CCC(C(=O)O)CC3)c(Cl)cc12 (configuration not stated),3,15,1.5,0,-5,-1,.,54*,0.0
CC(C)(Oc1ccc(Cl)cc1)C(=O)Nc1cccnc1,1,-2,1.0,-3,4,-5,-11,0,-0.2
Cc1ccc(NC(=O)CN(C)C(=O)/C=C/c2ccc3c(c2)OCO3)cc1,.,2,1.3,.,-8,.,-2,-3,0.0
CSc1cc(C)n(-c2ccc(Cl)cc2)c(=S)c1C(C)=O,0,5,-0.7,1,5,-2,-1,1,-0.3
O=C(COC(=O)CCc1nc2ccccc2n1-c1ccccc1)Nc1ccc(N2CCCCC2)cc1,15,1,0.1,-49,7,0,10,0,-0.3
O=C(CC1C(=O)NCCN1Cc1ccc(-c2ccccc2)cc1)NCCOc1cccnc1 (configuration not stated),3,-7,-2.7,0,27,-3,7,0,0.1
Cc1ccc2[nH]nc(C(=O)N3CCCC(C(=O)c4ccc(Cl)cc4)C3)c2c1 (configuration not stated),3,-7,6.1,2,38,3,9,-7,0.3
NC(=O)c1ccc(NC(=O)COC(=O)CCN=C2NS(=O)(=O)c3ccccc32)cc1,.,3,3.0,.,5,.,-4,-3,0.1
O=C(NCC1CCCO1)Nc1ccc2c(c1)OCO2 (configuration not stated),3,-2,-0.1,-3,0,2,8,-2,0.0
O=c1cc(CNc2cc(Cl)ccc2Cl)nc2sccn12,9,4,0.2,3,-11,-3,0,2,0.0
O=C1C2CCCN2C(c2cccc(Br)c2)N1c1ccc(F)cc1 (configuration not stated),3,-2,3.2,-2,-2,-5,-2,-1,0.0
Clc1ccc(OCc2nnnn2-c2ccccc2)cc1,-8,-3,0.2,5,-12,3,1,0,0.3
CCOc1nc(Nc2ccc(OC)cc2)nc(OCC)n1,3,5,2.3,-1,2,-1,0,3,-0.1
c1ccc(-n2ncc3c(NCc4ccc5c(c4)OCO5)ncnc32)cc1,4,2,3.0,0,-4,-2,-4,-2,0.0
CCCCNC(=O)CCC(=O)NNc1nc2ccccc2c2nc(C)nn12,-1,14,0.8,4,-7,-8,-2,-2,-0.1
COc1ccccc1OCCn1cc(C#N)c2ccccc21,3,2,3.2,3,-6,-5,-7,3,0.1
O=C(O)CC(c1cccc(O)c1)N1Cc2ccccc2C1=O (configuration not stated),-4,4,1.2,2,1,-4,-38,0,-0.2
CC1=NN(C(C#N)c2c(C)nn(Cc3ccccc3)c2C)C(C)(C)C1 (configuration not stated),-12,8,3.1,-2,15,1,-8,-5,0.0
CN(CC(=O)Nc1cccc(F)c1)C(=O)c1ccc(N2CCCC2)c([N+](=O)[O-])c1,-4,-1,0.2,1,7,0,4,-6,0.0
Cc1noc(NS(=O)(=O)c2ccc(NC(=O)C34CCC(CC3)C4)cc2)c1C,-1,0,0.9,0,4,-4,-4,1,0.0
CCOc1ccc(CN(C)C(=O)[C@H](C)NC(=O)c2ccco2)cc1OC,-1,0,-0.3,-1,2,-2,22,0,-0.2
Cc1nn(CC(=O)NCCCc2ccccc2)c(=O)c2cccn12,-23,9,-6.2,8,0,0,48,-10,0.0
O=C(COC(=O)C1CC1)Nc1ccc(Oc2ccccc2)cc1,2,5,2.4,-7,4,1,6,9,0.1

# Some of these compounds in order of SMILES length, rising:
SMILES,HCV core dimer,LYPLA2 counter,PP5 inh,CTSL1 counter,PREPL inh,TPT1 inhibitor,GASC-1 inh,PP1 counter,Efflux pump mplx
Clc1ccc(OCc2nnnn2-c2ccccc2)cc1,-8,-3,0.2,5,-12,3,1,0,0.3
COc1ccccc1OCCn1cc(C#N)c2ccccc21,3,2,3.2,3,-6,-5,-7,3,0.1
O=c1cc(CNc2cc(Cl)ccc2Cl)nc2sccn12,9,4,0.2,3,-11,-3,0,2,0.0
CCOc1ccc(CN(C)C(=O)[C@H](C)NC(=O)c2ccco2)cc1OC,-1,0,-0.3,-1,2,-2,22,0,-0.2
Cc1noc(NS(=O)(=O)c2ccc(NC(=O)C34CCC(CC3)C4)cc2)c1C,-1,0,0.9,0,4,-4,-4,1,0.0

# Additional entries
SMILES,HCV core dimer,LYPLA2 counter,PP5 inh,CTSL1 counter,PREPL inh,TPT1 inhibitor,GASC-1 inh,PP1 counter,Efflux pump mplx
CCC(=O)N(Cc1cc(=O)[nH]c2ccccc12)c1ccccc1C,13,1,0.5,-3,-13,-4,0,1,0.0
Cc1c(Cl)cccc1NC(=O)Cn1c(CCC(=O)O)ccc1-c1ccccc1,-4,-3,0.0,-3,-1,-2,-6,0,-0.1
CC(C)(C)C(=O)CSc1ccc(S(=O)(=O)N2CCN(Cc3ccccc3)CC2)cn1,.,-3,3.7,.,2,.,-1,4,-0.1
Cc1ccc(Cl)cc1NS(=O)(=O)c1cn(C)nc1C,-17,-4,-8.7,6,12,-1,-4,-1,-0.3
Cc1ccc(C(=O)N/C(=C\c2cn(S(=O)(=O)N(C)C)c3ccccc23)C(=O)N2CCCC2)cc1,15,4,1.4,-4,-7,-2,12,5,-0.1
Cc1cc(OCC(=O)Nc2cccc(S(=O)(=O)NC3=NCCCCC3)c2)ccc1Cl,3,3,3.3,-1,43,-2,-5,0,-0.3
Cc1ccc2[nH]c3c(c2c1)CNCC3,8,-1,-0.3,3,13,-1,-25,-5,0.0
CC(=O)Nc1ccc(-c2csc(NC(=O)C3CC(=O)N(c4ccc5c(c4)OCCO5)C3)n2)cc1 (configuration not stated),20,2,4.1,-2,-9,4,7,16*,0.6
C=CCNc1nc(=S)[nH]c2cc(OC)c(OC)cc12,-1,2,3.9,2,14,0,-6,-1,-0.1
COC1=C(c2ccccc2)C(=O)c2ccccc2C1=O,-13,0,3.2,13,5,0,-14,5,-0.2
CCOC(=O)c1oc2ccccc2c1NC(=O)COc1ccc(F)cc1,3,2,4.2,0,0,-1,0,-1,-0.1
C=CCSC1=N/C(=C\c2ccc3c(c2)OCO3)C(=O)S1,6,5,3.2,-1,7,0,-27,-2,-0.1
Cc1ccc2c(c1)nnn2C1CCN(C(=O)NCc2ccccc2)CC1,3,0,4.4,-1,-10,1,-1,0,0.2
Cc1ccc(S(=O)(=O)N2CCN(C(=O)c3ccccn3)CC2)cc1,2,3,-2.3,-4,-10,0,-1,-11,-0.2
N=C1/C(=C/c2cccn2-c2ccc([N+](=O)[O-])cc2)C(=O)N=C2SC=CN12,36,15,2.3,3,2,-1,10,-3,-0.2
O=C(CCCc1cccs1)NCCc1c[nH]c2ccccc12,2,-4,1.2,1,4,1,-3,3,0.2
CC(=O)c1sc(NC(=O)c2cnc(Cl)c(Cl)c2)nc1C,24,-12,1.1,5,-5,5,-5,-1,0.0
CCc1nc2scc(-c3ccc(C)cc3)c2c(=O)n1N,10,2,-0.2,0,3,0,6,0,0.1
CC(C)c1ccc(C(=O)N/N=C/c2cccc(Cl)c2Cl)cc1,20,-34,2.9,-1,7,-3,0,5,-0.2
COC(=O)NNC1=CC(=O)CC(C)(C)C1,-2,-2,2.4,4,6,-1,-5,-1,0.1
O=C(COC(=O)Cc1ccsc1)Nc1ccc(Br)cc1,.,-3,1.5,.,-3,.,.,2,-0.1
Cc1ccc(OCC(=O)NC(=S)Nc2cccc(NC(=O)c3ccccc3)c2)cc1,12,12,-0.2,-4,-10,-3,2,-4,0.1
Cc1nnc(SC(C)C(=O)Nc2ccc(S(=O)(=O)N3CCCCCC3)cc2)s1 (configuration not stated),3,4,0.4,-6,-8,2,-6,3,-0.2
CC1(C(=O)O)CCC(C(=O)NCCc2ccccc2)C1(C)C (configuration not stated),5,1,1.1,0,12,-1,-13,-1,0.1
Cc1cc(Nc2cccc(Cl)c2C)n2ncnc2n1,-2,-4,5.1,0,17,-1,3,-11,0.4
COc1ccc(CN2CCN(Cc3ccc4cc(F)ccc4n3)CC2CCO)c(C)c1C (configuration not stated),-1,4,1.8,-3,15,4,-6,2,-0.1
Fc1ccc(C2=CC(c3ccco3)n3ncnc3N2)cc1 (configuration not stated),-2,7,-0.6,2,-7,-56,-10,-2,-0.3
CNC(=O)/C(=C\c1ccc([N+](=O)[O-])cc1)NC(C)=O,4,5,-2.2,2,5,-4,6,0,0.0

# Compound activity (PubChem)
